# Source: PubChem BioAssay (The Scripps Research Institute Molecular Screening Center)
# GPR151 ag: activators of human GPR151 | Q8TDV0 | PathHunter beta-arrestin GPR151 cells, luminescence | activation, % at 11.2 µM | 1% of 650,000 active; in the data active = activation above about 4.9%;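 note: 0% = median of compound wells and 100% = cells with positive control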
# Target sequence (Q8TDV0 whole entry, looked up): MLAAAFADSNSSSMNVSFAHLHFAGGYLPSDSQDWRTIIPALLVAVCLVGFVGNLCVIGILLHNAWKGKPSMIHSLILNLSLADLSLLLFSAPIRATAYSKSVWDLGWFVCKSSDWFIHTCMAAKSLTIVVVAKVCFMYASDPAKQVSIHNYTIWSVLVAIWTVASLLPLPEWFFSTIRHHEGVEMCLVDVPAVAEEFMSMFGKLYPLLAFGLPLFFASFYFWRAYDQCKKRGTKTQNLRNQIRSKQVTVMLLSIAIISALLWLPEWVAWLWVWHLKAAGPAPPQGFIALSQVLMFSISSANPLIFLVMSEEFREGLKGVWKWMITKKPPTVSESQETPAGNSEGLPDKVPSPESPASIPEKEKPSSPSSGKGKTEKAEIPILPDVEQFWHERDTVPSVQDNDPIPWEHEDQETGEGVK
# TEAD-YAP block: TEAD-YAP interaction inhibition; HEK-TIYL cells, TEAD-Gal4/YAP UAS-luciferase luminescence; inhibition, % at 9.12 µM; 1.4% of 640,000 active; in the data active = inhibition above about 32%;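 note: 0% = median of test compound wells and 100% = reference inhibitor wells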
# MITF inh: blocks human microphthalmia-associated transcription factor. O75030. AlphaScreen MITF homodimerization, bead proximity signal. inhibition, % at 2.6 µM. 0.91% of 650,000 active; in the data active = inhibition above about 50%;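 note: 0% = vehicle wells with protein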
# FBW7 activator: activators of human E3 ligase FBW7 | Q969H0 | AlphaScreen FBW7–phospho-cyclin E peptide binding, activator screen | normalized activity (activation), % at 26.1 µM | 0.13% of 650,000 active; in the data active = normalized activity above about 1.9%;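 note: purified mutant Fbw7 with reduced substrate affinity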
# Starred values were filed as active, the others as inactive. Not a hit list; any-hit rate near 3.4%.
SMILES,GPR151 ag,TEAD-YAP block,MITF inh,FBW7 activator
Cc1nccc2[nH]c(=O)c(C(=O)NC3CCCCC3C)cc12 (configuration not stated),0.6,-16,10,0.2
COc1ccc(CN2CCC(n3nccc3NC(=O)Cc3ccccc3)CC2)c(F)c1,-1.6,-3,7,-0.1
CCOc1ccccc1C1C(C(=O)OC)=C(C)NC2=C1C(=O)CC(c1ccc(OC)c(OC)c1)C2 (configuration not stated),-0.5,0,-10,0.2
CCN1CCN(c2ccc(NC(=O)c3ccc(C#N)cc3F)cc2Cl)CC1,0.4,-11,3,0.0
N#Cc1cc2c(nc1SCC(=O)Nc1cnc3ccccc3c1)CCCCCC2,0.5,-7,-2,0.0
COc1ccc(C2C(C#N)=C(N)OC3=C2C(=O)CC(C)(C)C3)cc1OC (configuration not stated),1.1,2,15,0.7
O=C(c1cc([N+](=O)[O-])ccc1N1CCCCC1)N1CCCCC1,1.7,0,-3,-0.4
Cc1c(CN2Cc3cc(Cl)ccc3OC(C)C2)c(=O)n(-c2ccccc2)n1C (configuration not stated),0.6,5,8,0.0
O=c1c2c(-c3ccccc3)csc2nc2c3ccccc3c3nncn3n12,-0.4,1,-3,-0.1
COc1ccc(C(=O)Nc2cc(-c3nc4cc(C)cc(C)c4o3)ccc2C)cc1,-1.3,-2,7,0.1
CCCCNC(=O)NS(=O)(=O)c1ccc(C(=O)OCCC)o1,1.2,-4,-9,0.1
O=C(COC(=O)c1ccc([N+](=O)[O-])cc1)Nc1ccc(F)cc1F,1.5,3,7,0.1
Cn1c(=O)c2c(nc(Oc3ccc(C(C)(C)C)cc3)n2Cc2cccc(F)c2)n(C)c1=O,0.0,0,13,0.6
COc1cc(S(=O)(=O)NC(C)C)ccc1-n1cnnn1,0.1,3,5,0.0
CC(C)(C)NC(=O)NCc1nnnn1-c1cccc(F)c1,0.6,-1,2,0.1

# A few values from the entries so far:
# For FBW7 activator, O=c1c2c(-c3ccccc3)csc2nc2c3ccccc3c3nncn3n12 is entered as -0.1
# For GPR151 ag, COc1ccc(C2C(C#N)=C(N)OC3=C2C(=O)CC(C)(C)C3)cc1OC (configuration not stated) is entered as 1.1

# The main list resumes, repeating the 3 entries before the break.
SMILES,GPR151 ag,TEAD-YAP block,MITF inh,FBW7 activator
Cn1c(=O)c2c(nc(Oc3ccc(C(C)(C)C)cc3)n2Cc2cccc(F)c2)n(C)c1=O,0.0,0,13,0.6
COc1cc(S(=O)(=O)NC(C)C)ccc1-n1cnnn1,0.1,3,5,0.0
CC(C)(C)NC(=O)NCc1nnnn1-c1cccc(F)c1,0.6,-1,2,0.1
c1ccc2c(c1)nc(NCCCn1ccnc1)c1nc3ccccc3n12,-1.2,-10,8,0.0
CSc1nc(N)c(C#N)cc1C#N,-0.8,6,3,-0.1
CSc1ccc(CN(C)CC(O)COCc2ccccc2F)cc1 (configuration not stated),-0.8,7,17,0.0
O=C(Nc1cccc(F)c1)C1CCCCN1S(=O)(=O)c1cccc2nsnc12 (configuration not stated),1.9,0,21,0.3
C=CCN(C)C(=O)c1c(C)nc2c(C)cccn12,-1.0,10,6,0.5
Cn1c(=O)c2[nH]c(-c3ccccn3)nc2n(C)c1=O,-0.4,-17,21,0.2
CC(=O)c1cccc(NC(=O)C(C)Sc2nnc(N)s2)c1 (configuration not stated),-0.6,6,11,0.1
COCCNC(=O)C1c2cc(OC)c(OC)cc2C(=O)N(C)C1c1cccnc1 (configuration not stated),-0.4,1,5,-0.1
COc1cccc(C2C(C(=O)Nc3ccccc3)=C(C)N=c3s/c(=C/c4cccc5ccccc45)c(=O)n32)c1 (configuration not stated),-1.6,-5,17,0.5
c1ccc2c(-c3nc(NC4CC4)c4ncn(C5CCCCC5)c4n3)csc2c1,7.5*,-13,-3,-0.2
CCOC(=O)c1c(NC(=O)CSc2nnc(CNC(=O)c3ccccc3C(F)(F)F)n2C)sc2c1CCCCC2,-1.1,3,5,0.1
COc1ccc(OCC(=O)Nc2ccc(I)cc2Cl)cc1,0.5,-3,8,0.3
CCC[C@@H]1NC(=O)[C@@H]2C[C@H](NCc3nc(-c4ccccc4)cs3)CN2C1=O,1.7,-23,-10,-0.1
COCCN1C(=O)c2ccccc2C(C(=O)NCCN2CCCC2)C1c1cccs1 (configuration not stated),-0.3,2,8,-0.2
O=c1cc(C(F)(F)F)c2ccc(OCc3cc([N+](=O)[O-])cc4c3OCOC4)cc2o1,0.3,3,9,0.5

# Only TEAD-YAP block, MITF inh and FBW7 activator, for 7 of the compounds above:
Molecule	TEAD-YAP block	MITF inh	FBW7 activator
O=C(c1cc([N+](=O)[O-])ccc1N1CCCCC1)N1CCCCC1	0	-3	-0.4
O=C(Nc1cccc(F)c1)C1CCCCN1S(=O)(=O)c1cccc2nsnc12 (configuration not stated)	0	21	0.3
COc1ccc(C2C(C#N)=C(N)OC3=C2C(=O)CC(C)(C)C3)cc1OC (configuration not stated)	2	15	0.7
Cn1c(=O)c2c(nc(Oc3ccc(C(C)(C)C)cc3)n2Cc2cccc(F)c2)n(C)c1=O	0	13	0.6
O=C(COC(=O)c1ccc([N+](=O)[O-])cc1)Nc1ccc(F)cc1F	3	7	0.1
COc1cccc(C2C(C(=O)Nc3ccccc3)=C(C)N=c3s/c(=C/c4cccc5ccccc45)c(=O)n32)c1 (configuration not stated)	-5	17	0.5
Cc1c(CN2Cc3cc(Cl)ccc3OC(C)C2)c(=O)n(-c2ccccc2)n1C (configuration not stated)	5	8	0.0

# The listing continues:
SMILES,GPR151 ag,TEAD-YAP block,MITF inh,FBW7 activator
CCOc1ccc(C(=O)Nc2c3c(nn2-c2ccc(C)cc2C)CSC3)cc1,0.5,1,0,-0.1
CCOc1ncccc1C(=O)Nc1cccc(S(=O)(=O)Nc2ccccc2OC)c1,-0.1,7,10,0.0
Cc1cccc(CC(=O)N2CCC(n3nccc3NC(=O)C3CC3)CC2)c1,-0.1,4,2,-0.1
Cc1cccc(NC(=O)c2ccc([N+](=O)[O-])cc2)n1,0.0,1,-1,-0.1
O=C(NCC1CCCO1)C(=O)Nc1cccc(Cl)c1Cl (configuration not stated),1.0,-51,-6,-0.2
O=C(Nc1ccc(Br)cc1)c1cc(=O)[nH]c2ccccc12,-1.1,-5,-10,-0.1
CC1=C(C(=O)Nc2cc(C)ccn2)C(c2cccnc2)C2=C(CCCC2=O)N1 (configuration not stated),1.2,1,-1,0.1
Cc1ccc(N(C(=O)C2CCCCC2)C2C=CS(=O)(=O)C2)cc1Cl (configuration not stated),-0.3,-1,-2,-0.1
Cc1cc(C)n(C(=O)CNc2ccccc2Cl)n1,-0.3,3,-3,-0.1
CCOC(=O)N1CCC(NC(=O)NCc2noc3ccccc23)CC1,-0.9,-3,10,0.4
C#CCN(C)C(=O)c1cnc2scc(-c3cccc(OC)c3)n2c1=O,-0.5,-2,2,0.0
COc1cccc(C2CC(c3cccs3)=NN2C(=O)CSc2nnc(CNC(=O)c3ccccc3F)n2-c2ccccc2)c1OC (configuration not stated),-1.2,4,3,0.2
Cn1c(=O)[nH]c(N2CCOCC2)c(Cc2ccccc2)c1=O,1.6,4,-13,0.1
Cc1cccc(C)c1Nc1nnc(C)c(=O)[nH]1,2.8,-3,24,0.4
N#CCCn1cc(C(=O)OCc2ccccc2)c(-c2cccs2)n1,-0.5,3,-11,0.0
O=C1CCc2cc(S(=O)(=O)NCCC(=O)NC3CCCCCCC3)ccc2N1,-0.5,12,-9,-0.2
O=[N+]([O-])c1ccccc1S(=O)(=O)Nc1ccc(OCc2ccccc2)cc1,0.4,9,12,0.0
O=C(O)c1ccc(NC2CC(=O)N(c3ccc(Oc4ccccc4)cc3)C2=O)cc1 (configuration not stated),-1.5,-5,-8,0.4

# An excerpt from above in order of heavy-atom count, rising:
SMILES,GPR151 ag,TEAD-YAP block,MITF inh,FBW7 activator
Cc1cccc(C)c1Nc1nnc(C)c(=O)[nH]1,2.8,-3,24,0.4
Cc1cc(C)n(C(=O)CNc2ccccc2Cl)n1,-0.3,3,-3,-0.1
Cc1cccc(NC(=O)c2ccc([N+](=O)[O-])cc2)n1,0.0,1,-1,-0.1
O=C(Nc1ccc(Br)cc1)c1cc(=O)[nH]c2ccccc12,-1.1,-5,-10,-0.1
O=[N+]([O-])c1ccccc1S(=O)(=O)Nc1ccc(OCc2ccccc2)cc1,0.4,9,12,0.0
CCOc1ccc(C(=O)Nc2c3c(nn2-c2ccc(C)cc2C)CSC3)cc1,0.5,1,0,-0.1
CCOc1ncccc1C(=O)Nc1cccc(S(=O)(=O)Nc2ccccc2OC)c1,-0.1,7,10,0.0
